Bioassay records (PubChem BioAssay)
XIAP displacement = small molecules displacing peptide from XIAP – biochemical, IAP family, fluorescence polarization (AID 1018); XIAP BIR domain, fluorescence polarization peptide displacement; higher % means a stronger effect; one-dose displacement, % at 20 µM; IC50 in µM for titrated hits; actives 0.007% (n = 200,000); in the data active = displacement above about 50%; also: a part of the inactive calls stands beside numbers as strong as those of hits
AID2073 = disruptors of CaV2.2 binding to Mint1 – biochemical, HTRF (AID 2073); HTRF protein-protein interaction, Mint1-CaV2.2; higher % means a stronger effect; one-dose inhibition, % at 20 µM; IC50 in µM for titrated hits; actives 0.19% (n = 290,000); in the data active = inhibition mostly above about 51%, no sharp cut-off; inconclusive = no clear call, values can overlap the other calls; inactive = mostly below about 53%; also: some results filed as inactive read as strong as hits
PMI inhibitors = MPI enzyme activity inhibition – biochemical, fluorescence intensity, coupled assay, primary screen (AID 1209); actives 0.42% (n = 190,000); inhibition, % at 20 µM; hits with a dose series show IC50 in µM; purified PMI enzyme, coupled fluorescence intensity; higher % means a stronger effect;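 also: plate controls were DMSO vehicle for no effect and wells lacking substrate for full effect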
Siah-1 displacement = blockers of Siah-1 interaction with plectin peptide – biochemical, fluorescence polarization, rhodamine-plectin, uHTS, primary screen (AID 1817); Siah-1 / rhodamine-plectin peptide fluorescence polarization; higher % means a stronger effect; displacement, % at 20 µM, or IC50 in µM where a hit was titrated; actives 0.02% (n = 290,000);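 active = displacement of at least 50% at 20 µM, with a fluorescence ratio check between 0.3 and a set limit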;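 also: plate controls were Siah plus tracer with DMSO for no effect and tracer alone without Siah for full effect; strong numbers were not always called active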
Dynein cargo inh = blocks dynein driven cargo transport along microtubules | 3617.4 mouse cells, GR-EGFP nuclear translocation imaging; test concentration mostly 20 µM; stimulated with dexamethasone, 1 µM; active compounds read low | actives 0.47% (n = 220,000) | z-score, hits read low;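 active = plate z-score of nuclear minus cytoplasmic receptor signal below a set negative limit, without overly bright fluorescence or cell loss, cut at about -3.5 in these data, passing the limit was not always enough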;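 also: z-score of nuclear minus cytoplasmic ring GR-EGFP intensity difference per well; some compounds called inactive have numbers as strong as hits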
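Buffer or medium: tetracycline-free induction medium containing charcoal-stripped FBS / Reagent: dexamethasone agonist, 1.0 µM final, for 30 min / Technique: automated 10x imaging of fixed Hoechst-stained cells / Times: induction 48 h, compound 1 h, agonist 30 min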
LYP phosphatase = PTPN22 lymphoid phosphatase activity blockers – biochemical, fluorescence intensity, uHTS (AID 1779); recombinant LYP phosphatase, fluorescence intensity; higher % means a stronger effect; inhibition, % at 11.5 µM; hits with a dose series show IC50 in µM; actives 0.054% (n = 290,000);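 also: plate controls were vehicle with enzyme for no effect and no enzyme for full effect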
human PMI inhibitors = MPI inhibition at elevated mannose 6-phosphate – biochemical, fluorescence intensity, high mannose 6-phosphate, primary screen (AID 1220); recombinant PMI enzyme, coupled fluorescence intensity; higher % means a stronger effect; inhibition, % at 20 µM, or IC50 in µM where a hit was titrated; actives 0.66% (n = 190,000)
M1AAP inhibition = P. falciparum M1AAP inhibitors, biochemical, fluorogenic H-Leu-NHMec substrate, 1536-well (AID 1445). recombinant M1AAP, H-Leu-NHMec fluorogenic kinetic assay; higher % means a stronger effect. actives 0.42% (n = 220,000). inhibition, % at 30 µM; hits with a dose series show IC50 in µM;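 active = primary inhibition above the hit cutoff, then over 50% inhibition at one or more dose response concentrations, cut at about 23% in these data, passing the limit was not always enough; inconclusive = conflicting primary data, or primary hits not chosen for dose response; inactive = low primary inhibition, or under 50% at every dose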;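 also: plate controls were DMSO full reaction for no effect and no enzyme background for full effect; strong numbers were not always called active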
M17LAP inhibition = P. falciparum M17LAP inhibitors, primary screen, biochemical, fluorogenic H-Leu-NHMec substrate, 1536-well (AID 1619). actives 0.38% (n = 220,000). recombinant M17LAP, H-Leu-NHMec fluorogenic kinetic assay; higher % means a stronger effect. one-dose inhibition, % at 30 µM; IC50 in µM for titrated hits;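 active = compound inhibiting the enzyme by more than half at any dose during confirmatory dose-response retesting; inconclusive = strong single-dose inhibitors picked by rank but not retested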;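 also: plate controls were full reaction with DMSO carrier for no effect and no enzyme background for full effect; strong numbers were not always called active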
Dynein cargo inh cytoplasmic EGFP = further read-out of Dynein cargo inh, marked with its call; z-score; measured here: cytoplasmic GR-EGFP intensity; active compounds read high
Dynein cargo inh nuclear GR-EGFP = recorded beside Dynein cargo inh, whose call it bears; z-score; measured here: nuclear GR-EGFP intensity;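 lower value marks the stronger effect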
Dynein cargo inh cell count = second read-out of Dynein cargo inh, no call of its own (marks repeat the call); z-score; measured here: cell count per field
An asterisk follows results filed as active; ? = inconclusive; / = no result given. Rule as the data show it, unless noted: active = inhibition above about 50%; inactive = the rest.

Under each structure: XIAP displacement	AID2073	PMI inhibitors	Siah-1 displacement	Dynein cargo inh	Dynein cargo inh cytoplasmic EGFP	Dynein cargo inh nuclear GR-EGFP	Dynein cargo inh cell count	LYP phosphatase	human PMI inhibitors	M1AAP inhibition	M17LAP inhibition
(1) COc1ccc(C2CC(=O)c3cnc(N)nc3C2)c(OC)c1 (stereo unspecified)
→ -4.4%	7.9%	-12.0%	0.3%	-0.44	-0.206	-0.172	0.389	-8.5%	-8.2%	8.6%	-2.1%
(2) Cc1ccc[n+](CC(=O)Nc2c(Cl)cc(Cl)cc2Cl)c1
→ -0.5%	-5.4%	/	3.0%	-1.2	3.61	-0.217	8.29	-8.5%	/	8.9%	-15.4%
(3) CCOC(=O)N1CCN(S(=O)(=O)c2ccc(F)c(C(=O)Nc3cc(C)cc(C)c3)c2)CC1
→ -3.4%	1.3%	15.7%	3.1%	-0.811	-0.25	-0.429	0.235	8.9%	9.1%	-5.3%	2.5%
(4) O=C(COC(=O)c1n[nH]c2ccccc12)NC(=O)NC1CCCCC1
→ -3.0%	3.4%	-3.1%	5.6%	-0.0128	0.0841	-0.249	0.143	-8.2%	-2.2%	5.5%	14.3%
(5) O=C1CC(N2CCC(c3nc4ccccc4o3)CC2)C(=O)N1c1ccc(Cl)c(C(F)(F)F)c1 (stereo unspecified)
→ -10.4%	-3.8%	15.4%	-3.8%	-1.08	0.0652	-0.909	0.756	-2.0%	1.6%	-5.3%	15.0%
(6) COc1cc(/C=N/N(C)C)ccc1OC(=O)c1ccco1
→ -2.1%	-4.4%	-2.4%	6.0%	-0.374	-0.21	-0.136	0.57	3.1%	-1.8%	5.5%	-7.0%
(7) CCC(=O)Nc1cccc(NC(=O)c2ccc(C)c([N+](=O)[O-])c2)c1
→ -2.9%	-2.2%	5.5%	6.0%	0.163	-0.213	-0.0772	0.313	-7.4%	1.4%	4.5%	-0.8%
(8) CCNC(=S)N(Cc1cc2cc(C)c(C)cc2[nH]c1=O)C1CCCC1
→ -1.2%	-28.3%	/	-4.2%	-0.616	-0.17	-0.447	-0.49	1.6%	/	2.9%	1.1%
(9) CN(C)S(=O)(=O)c1ccc(Cl)c(NC(=O)CN2CCC(Cc3ccccc3)CC2)c1
→ -3.4%	-1.1%	-0.7%	7.3%	0.522	-0.0343	0.637	-1.57	-5.4%	-6.2%	-2.4%	-7.4%
(10) Cc1cc2c(c(=O)n1C1CC1)C(c1cccc(Cl)c1)C(C#N)=C(N)O2 (stereo unspecified)
→ -3.9%	5.1%	-17.4%	1.5%	-0.744	-0.387	-0.335	0.311	0.1%	-5.7%	10.7%	4.8%
(11) O=C(COc1ccccc1[N+](=O)[O-])c1ccccc1
→ -4.0%	-9.5%	-2.8%	12.6%	0.21	-0.313	0.164	-0.494	-4.7%	12.8%	22.2%	19.9%
(12) O=C(CCl)N1N=C(c2ccco2)CC1c1cccs1 (stereo unspecified)
→ -1.5%	11.7%	4.3%	1.7%	-4.3*	0.705*	-2.48*	0.0854*	-2.3%	-8.3%	15.6%	23.5%
(13) Cc1ccc2nc(SCC(=O)NCc3cccs3)[nH]c2c1
→ -17.0%	0.9%	2.8%	-2.4%	2.38	-0.226	3.07	-1.4	-1.5%	6.2%	-1.5%	2.6%
(14) Cc1ccc(NC(=O)c2sc(Cl)nc2C)c(C)c1
→ -6.8%	-4.3%	-9.2%	-6.4%	-0.362	-0.249	-0.283	-0.323	-6.0%	3.4%	0.5%	-7.3%
(15) CC(=O)Nc1nonc1-c1nc2ccccc2n1Cc1ccccn1
→ -4.6%	5.2%	-3.8%	-3.1%	-0.15	-0.41	0.0599	0.625	-2.5%	1.6%	4.1%	7.0%
(16) O=C(CSc1nccn1-c1ccc(Cl)cc1)Nc1ccc2c(c1)OCO2
→ -3.4%	15.2%	7.5%	-6.9%	-0.317	-0.216	0.175	0.0649	-1.4%	-14.8%	1.5%	2.7%
(17) COC(=O)CSc1nnc(-c2cccnc2)n1-c1cc(OC)cc(OC)c1
→ -3.1%	-3.7%	-4.8%	0.1%	-0.343	-0.206	-0.057	0.987	-12.9%	-2.7%	6.2%	3.7%
(18) CCN1CCN(C(=S)NC(CC(=O)c2ccccc2)c2ccccc2)CC1 (stereo unspecified)
→ /	-11.4%	/	5.7%	-0.483	-0.265	-0.157	0.317	-6.1%	/	8.0%	9.1%
(19) CC(Sc1ccc(Cl)cc1)C(=O)Nc1ccc2c(c1)OCO2 (stereo unspecified)
→ -5.8%	-0.5%	-0.8%	-3.2%	1.42	-0.205	0.405	-0.318	-7.6%	0.9%	0.2%	8.8%
(20) NC(=O)c1ccc(NC(=O)C2CC2)cc1
→ -5.0%	-4.9%	-2.1%	7.2%	-1.06	-0.269	-0.497	0.774	-7.3%	6.6%	7.5%	0.7%
(21) CCOC(=O)C1=C(C)N=c2s/c(=C\c3ccc(OC(C)=O)cc3)c(=O)n2C1/C=C/c1ccccc1 (stereo unspecified)
→ -9.1%	3.6%	0.7%	-7.4%	2.61	8.69	4.72	-2.31	-0.6%	-7.7%	-8.6%	5.8%
(22) Cc1ccc(NC(=S)NNC(=O)c2ccc(N3CCOCC3)c([N+](=O)[O-])c2)cc1Cl
→ -2.0%	0.7%	13.0%	-5.3%	0.294	-0.229	0.446	-0.991	2.3%	3.0%	-11.7%	3.2%
(23) O=C(NCc1cccnc1)c1ccc2c(=O)n(CCCN3CCCC3=O)c(=S)[nH]c2c1
→ -2.8%	-8.1%	1.8%	-7.7%	-0.718	-0.13	0.0102	0.479	-1.8%	9.7%	1.2%	-8.0%
(24) CCOCCCNC(=O)c1cc2c(-c3ccc(Cl)cc3)nn(C)c2s1
→ 0.2%	20.5%	7.3%	3.1%	-0.485	-0.103	-0.137	-0.702	-5.4%	3.0%	10.7%	-0.2%
(25) COc1ccc(NS(=O)(=O)c2ccc(/C=C/C(=O)O)cc2)cc1S(=O)(=O)N1CCOCC1
→ /	-1.4%	/	-4.8%	-0.158	-0.228	-0.254	0.766	-5.4%	/	0.3%	1.5%
(26) COCCCNC(=O)c1ccc2c(=O)n(CC3CCCO3)c(=S)[nH]c2c1 (stereo unspecified)
→ -3.3%	-40.1%	-3.4%	2.0%	-1.14	-0.214	-0.532	0.843	-7.5%	2.7%	1.7%	7.2%
(27) Cc1cc(=O)n2nc(-c3ccc(C(F)(F)F)cc3)sc2n1
→ -2.0%	0.3%	-5.6%	0.7%	-0.177	-0.218	0.0609	0.591	0.3%	-9.6%	-10.2%	-6.5%
(28) O=C1C2C3C=CC(C3)C2C(=O)N1c1ccccc1 (stereo unspecified)
→ -0.4%	2.2%	-9.6%	-3.6%	-0.932	-0.148	-0.172	1.14	-12.1%	-15.3%	6.6%	-0.4%
(29) O=[N+]([O-])c1ccccc1NC(=S)N/N=C/c1ccc(O)c(O)c1
→ -5.0%	1.5%	54.1%*	60.5%	-0.692	-0.264	-0.358	0.07	4.9%	4.5%	16.8%	6.1%
(30) O=C(Cn1nnc(-c2ccc(F)cc2)n1)Nc1ccc2c(c1)OCCO2
→ -6.3%	-8.2%	-0.7%	2.9%	-0.586	-0.303	-0.292	0.545	-6.0%	1.5%	7.9%	-0.1%

Following part
Under each structure: XIAP displacement	AID2073	PMI inhibitors	Siah-1 displacement	Dynein cargo inh	Dynein cargo inh cytoplasmic EGFP	Dynein cargo inh nuclear GR-EGFP	Dynein cargo inh cell count	LYP phosphatase	human PMI inhibitors	M1AAP inhibition	M17LAP inhibition
(31) Cc1ccc(C(C(=O)NCC2CCCO2)N(Cc2ccccc2F)C(=O)Cn2nnc(-c3cccs3)n2)cc1 (stereo unspecified)
→ -1.6%	7.3%	0.3%	-2.6%	-0.0963	-0.148	0.0214	-0.897	-3.1%	-4.0%	6.2%	-1.8%
(32) FC(F)(F)c1cc(Oc2ccccc2)nc(-c2ccccn2)n1
→ -6.1%	22.7%	-14.6%	2.4%	-0.476	-0.242	-0.572	0.891	0.1%	-5.2%	-5.3%	-10.1%
(33) CSc1nc2[nH]c3c(c2c2ncnn12)CCCC3
→ -1.5%	-6.5%	11.5%	2.9%	-0.109	-0.125	0.518	0.36	1.3%	5.0%	9.0%	19.7%
(34) COc1nc2ccc(C)cc2cc1-c1noc(-c2ccccc2)n1
→ -5.4%	9.0%	14.0%	-1.2%	-0.552	-0.174	-0.388	0.238	-2.8%	8.0%	1.2%	-8.6%
(35) CCCC(C)NC(=O)c1ccc(OCc2ccc(Cl)cc2)c(OC)c1 (stereo unspecified)
→ -7.3%	3.3%	-15.7%	13.8%	-1.74	-0.181	-0.651	-0.874	-9.0%	-13.1%	7.2%	8.9%
(36) CCOC(=O)c1c(NC(=O)CSc2nnc(C)s2)sc2c1CCC(C)C2 (stereo unspecified)
→ -5.0%	?	5.9%	4.7%	0.459	-0.239	0.244	0.959	1.3%	6.2%	3.1%	6.9%
(37) O=C(O)Cn1nnc2ccccc21
→ /	-6.0%	/	1.5%	-0.172	-0.258	-0.207	0.344	-7.1%	/	-0.3%	-0.5%
(38) CCOC(=O)C1(CCCc2ccccc2)CCN(C(=O)c2cncs2)CC1
→ -1.6%	-2.1%	9.8%	7.7%	-1.1	-0.282	-0.404	0.669	-6.4%	4.7%	-1.4%	-1.7%
(39) CC(C)CNC(=S)N1CCC(c2nc(-c3ccc(F)cc3)no2)CC1
→ -3.0%	-19.0%	14.9%	-2.7%	-1.11	-0.115	-0.496	0.0379	-1.6%	14.4%	1.9%	-6.2%
(40) O=S(=O)(c1ccc(Cl)cc1)N1CCC(n2cccc2)CC1
→ /	23.1%	/	-1.1%	1.31	-0.0502	0.532	-2.06	3.0%	/	8.1%	-1.4%
